RAD52 anneal inh = inhibitors of human RAD52 DNA annealing; inhibition, % at 18.7 µM; hit rate 0.46% among 360,000; recombinant RAD52 DNA annealing, FRET fluorescence; AID 651710;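 active means every replicate showing at least 50% inhibition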
PGC1a acetyl inh = PGC1a acetylation modulation, inhibitor mode | U2OS PGC1a acetylation, AlphaScreen anti-acetyl-lysine; with virally co-expressed GCN5 acetyltransferase | inhibition, % at 15.6 µM | hit rate 0.17% among 350,000 | AID 651687;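 active means every replicate shows inhibition of at least 40%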;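 further: 0% = neutral control wells and 100% = positive control wells; some results beyond the cut were filed as inactive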
miR122 inh = miR-122 inhibition in Huh7 cells | Huh7 miR-122 Renilla luciferase sensor, 48 h; neutral wells = 0, positive control = 100 | activation (reporter increase), % at 12.5 µM | hit rate 0.3% among 340,000 | AID 602342;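 active means mean replicate activation score at least 90 and every replicate individually at or above 90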;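 further: higher luciferase means less miR-122 activity so hits act as miR-122 inhibitors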
E-sel inducer = E-selectin induction on HUVECs | P16581 | HUVEC E-selectin immunofluorescence imaging; normalized: neutral wells 0, TNF-alpha wells 100 | activation, % at 7.58 µM | hit rate 0.37% among 260,000 | AID 686992;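 active means mean E-selectin-positive cell signal at least 10% of the positive control, reached in at least 60% of replicates, without over 20% cell loss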;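 further: in these data hits start at about 27%; measured in HUVEC primary endothelial cells; signal is the percent of cells scored E-selectin positive by PE staining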
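System: HUVEC, human umbilical vein endothelial cells; quantity: 3,000 cells/well; buffer or medium: EGM-2 medium, gelatin-coated wells; dosing: single-point compound dose; detection: immunofluorescence imaging; evaluation: % PE-positive cells; benchmarks: TNF-alpha, DMSO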
RAD54 branch = inhibitors of human RAD54 branch migration; hit rate 0.14% among 360,000; RAD54 Holliday junction branch migration, FAM/BHQ fluorescence; Q92698; inhibition, % at 10.4 µM;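 active means mean normalized replicate activity at least 40 and at least half of replicates scoring 40 or more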;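 further: 0% = median of neutral control wells and 100% = median of positive control wells; inhibitors cause a drop in the FAM fluorescence signal; in these data hits start at about 50%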
Target sequence (Q92698 whole entry, looked up): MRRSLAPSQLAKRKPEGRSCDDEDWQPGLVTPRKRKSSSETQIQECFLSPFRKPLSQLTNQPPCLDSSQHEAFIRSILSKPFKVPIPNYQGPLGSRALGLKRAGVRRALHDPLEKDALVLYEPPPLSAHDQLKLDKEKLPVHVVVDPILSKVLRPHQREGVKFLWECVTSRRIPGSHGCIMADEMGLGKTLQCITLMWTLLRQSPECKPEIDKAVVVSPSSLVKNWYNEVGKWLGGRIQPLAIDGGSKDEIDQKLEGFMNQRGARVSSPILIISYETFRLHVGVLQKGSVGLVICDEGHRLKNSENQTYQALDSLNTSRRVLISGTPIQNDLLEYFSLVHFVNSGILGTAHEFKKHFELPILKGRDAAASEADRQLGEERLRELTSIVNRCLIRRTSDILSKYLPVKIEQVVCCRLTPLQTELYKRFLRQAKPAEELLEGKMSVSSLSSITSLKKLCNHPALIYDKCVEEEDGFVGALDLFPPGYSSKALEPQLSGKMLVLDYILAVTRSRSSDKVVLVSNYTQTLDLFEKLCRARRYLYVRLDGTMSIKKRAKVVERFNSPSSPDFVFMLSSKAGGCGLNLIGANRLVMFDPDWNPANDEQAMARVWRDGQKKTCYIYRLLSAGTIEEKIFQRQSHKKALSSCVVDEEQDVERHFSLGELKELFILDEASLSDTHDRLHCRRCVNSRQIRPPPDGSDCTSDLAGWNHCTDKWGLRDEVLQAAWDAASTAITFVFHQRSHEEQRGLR
Cneo AK release = causes C. neoformans cell lysis. lysis activity, % at 15 µM. adenylate kinase release luminescence, 4 h; normalised: neutral wells 0, clomiphene wells 100. hit rate 0.2% among 360,000. AID 651654;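 active means mean lysis activity across replicates of at least 80%, whatever share of replicates individually reach that level; inactive means mean lysis activity below 80%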
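Material: C. neoformans cells; Schedule: 4 h static compound exposure, 37 °C, read 1 h post-reagent; Measured by: adenylate kinase release luminescence; Read-out: signal increase indicating cell lysis; Controls: Clomiphene as positive lysis control.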
ERAP1 HTS inh = inhibitors of human ERAP1 aminopeptidase; Q9NZ08; recombinant ERAP1, Leu-AMC fluorescence, 60 min; inhibition, % at 10.7 µM; hit rate 0.15% among 340,000; AID 652197;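 active means mean replicate inhibition of at least 30%, or all replicates individually reaching that 30% level; inactive means mean below 30% and not every replicate reaching it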;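 further: 0% = neutral control wells and 100% = L-leucinethiol positive control wells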
PglD DTNB = blocks C. jejuni PglD acetyltransferase activity. purified PglD enzyme, DTNB colorimetric CoA detection. inhibition, % at 12.5 µM. hit rate 0.098% among 360,000. AID 602405; in the data active means inhibition above about 16%, passing the limit was not always enough; further: strong numbers were not always called active
Active calls of the source: *; x = not tested or not shown; [ ] = remark or other dose.

smiles	E-sel inducer	RAD54 branch	RAD52 anneal inh	ERAP1 HTS inh	miR122 inh	PglD DTNB	PGC1a acetyl inh	Cneo AK release
Oc1cccc(Nc2nc(-c3ccccc3Cl)nc3ccccc23)c1	x	6	-25	-3	x	2	x	-2
CC(C)(Oc1cccc2ccccc12)C(=O)O	x	-8	x	x	6	0	4	1
O=S(=O)(c1ccccc1)c1cnn2c(C(F)(F)F)cc(-c3ccc(F)cc3)nc12	x	-2	x	x	27	-6	9	3
CC(C)C[C@H]1CNC(=S)N1CC1CCCN1C[C@H](CC(C)C)N1C[C@H](Cc2ccc(O)cc2)N(CC2CCCCCC2)C1=S (stereo partly drawn)	x	9	-5	-1	-6	1	-7	1
COc1ccc(S(=O)(=O)N(C)C[C@H]2OCCCC[C@H](C)Oc3ccc(NC(=O)Nc4ccc(F)cc4)cc3C(=O)N([C@H](C)CO)C[C@@H]2C)cc1	0.2	1	-7	1	8[16.7 µM]	0	11	37
COc1ccc2c3c([nH]c2c1)[C@H](CO)N(C(=O)C1CCOCC1)CC31CCN(Cc2nccs2)CC1	0.8	x	11	6	x	x	-6	x
Cc1c(C(=O)NCc2ccc(F)cc2)sc(=O)n1Cc1ccc(Cl)c(Cl)c1	x	-6	-13	x	x	-5	x	-1
Cc1ccc(S(=O)(=O)Nc2ccc3c(c2)C(=O)N([C@H](C)CO)C[C@H](C)[C@@H](CN(C)Cc2ccc(C(=O)O)cc2)O3)cc1	0.2	9	4	-3	3[16.7 µM]	-1	4	5
CC1CN(C(=O)COC(=O)COc2ccc(C#N)cc2)CC(C)O1 (stereo not drawn)	x	0	-13	-1	x	-2	-9	0
O=C(OCC(=O)N1CCCC1)c1ccc(Cl)c([N+](=O)[O-])c1	0.3	-6	4	2	-5	1	-9	0
COc1cc(OC)c(S(=O)(=O)Nc2ccc(C)cn2)cc1NC(C)=O	x	1	x	x	8	1	1	-1
C[C@@H]1CN([C@H](C)CO)S(=O)(=O)c2ccc(-c3ccccc3)cc2O[C@H]1CN(C)Cc1ccccc1C(=O)O	0.0	-12	-5	2	6[16.7 µM]	6	14	-5
Cc1ccc(-n2nc3c(c2NC(=O)c2cccs2)CSC3)cc1	x	-4	x	x	-6	4	2	-1
CC(C)CC(=O)Nc1ccc(C(=O)Nc2cccc(O)c2)cc1	1.7	x	-13	-4	x	x	-9	x
CC1CCN(S(=O)(=O)c2ccc(N=NC3=C(O)CC(C)(C)CC3=O)cc2)CC1	x	-5	x	x	0	-2	5	11
O=C(C[C@@H]1CC[C@H]2[C@@H](COC[C@@H](O)CN2Cc2cccc(-c3ccncc3)c2)O1)N1CCOCC1	0.0	-3	-8	-1	0[16.7 µM]	-3	-5	2
COc1ccccc1C(=O)NCCn1cc(SCC(=O)NCc2ccco2)c2ccccc21	x	-2	-3	-1	-12	1	-3	2
C[C@H](CO)N1C[C@H](C)[C@@H](CN(C)Cc2ccccc2)OCCCC[C@H](C)Oc2ccc(NC(=O)NC3CCCCC3)cc2C1=O	0.2	3	14	0	2[16.7 µM]	0	3	52
C[C@H](CO)N1C[C@H](C)[C@@H](CN(C)Cc2ccncc2)Oc2ccc(NC(=O)Nc3ccc4c(c3)OCO4)cc2CC1=O	x	11	5	-1	-7[16.7 µM]	3	3	0
O=C(Nc1ccncc1)C1CCN(S(=O)(=O)c2cccc(C(F)(F)F)c2)CC1	x	6	34	1	-1	-2	-4	2
COCCCn1cnc2c(c1=O)c1nc3ccccc3nc1n2CCc1ccccc1	x	5	x	x	-5	1	0	2
O=C(CCN1C(=O)/C(=C/c2ccccc2F)SC1=S)Nc1ccccn1	0.0	-3	-10	-6	4	-5	x	-2
COc1nc(C#N)nc(N(C)C)n1	x	6	x	x	-3	-1	-17	-2
C[C@H](CO)N1C[C@H](C)[C@H](CN(C)S(=O)(=O)c2ccccc2)Oc2ccc(NC(=O)c3ccncc3)cc2CC1=O	0.0	1	-11	6	1[16.7 µM]	-3	2	-47
Cc1onc(-c2ccccc2Cl)c1C(=O)Nc1ccccc1N1CCOCC1	x	-11	x	x	-1	-1	-7	0
O=[N+]([O-])c1ccc(NCCCNS(=O)(=O)c2ccccc2)cc1	x	x	-16	1	4	x	-6	x
CC(C)C#Cc1ccc([C@H]2[C@H](CO)N3C(=O)CN(C(=O)Cc4ccccc4)C[C@@H]23)cc1	0.0	x	-4	0	x	x	6	x
O=C(O/N=C/c1ccc(Cl)cc1)C1CCCCC1	x	-5	-14	-1	-2	-5	3	1
CNC[C@H]1OCc2cn(nn2)CCCC(=O)N([C@H](C)CO)C[C@@H]1C	-0.1	12	9	0	1[16.7 µM]	-4	-6	-12
C[C@@H](NC(=O)C[C@@H]1CC[C@H](NC(=O)CN2CCOCC2)[C@@H](CO)O1)c1ccccc1	-0.3	6	-2	1	-10[16.7 µM]	-3	1	-11
CN1C(=O)CSC1=S	0.5	-8	-11	-1	-5	0	-3	0
COc1ccc(NC(=O)CCc2ccccc2)cc1S(=O)(=O)N1CCCCC1	x	-2	-4	2	59	-4	2	-2
COc1ccc(NC(=O)Nc2ccc3c(c2)C(=O)N([C@H](C)CO)C[C@H](C)[C@H](CN(C)S(=O)(=O)c2ccc(Cl)cc2)OCCCC[C@@H](C)O3)cc1	x	2	-9	-2	-4[16.7 µM]	0	-4	4
O=C(Cc1cccnc1)N1[C@@H](CO)[C@@H]2c3ccccc3NC[C@@H]21	0.4	-8	-5	-4	-32[16.7 µM]	0	3	0
Cc1cc(C)c(Cn2c3ccccc3c3cnn(CC(=O)NCc4ccccn4)c(=O)c32)c(C)c1	-0.2	-11	-21	-2	3	-4	-11	2
CCCNC(=O)N1C[C@@H](O)COC[C@H]2O[C@H](CC(=O)N3CCCCC3)CC[C@@H]21	-0.1	-4	9	0	-6[16.7 µM]	0	5	-3
COc1ccc(NC(=S)N2CCCN(Cc3cc(C)ccc3C)C2)cc1	-0.3	-1	-11	x	-2	-5	-1	2
CC(C)CCSc1nc(N)c(C#N)cc1C#N	x	-28	x	x	-11	-2	-7	2
COc1ccc(NC(=O)N(C)C[C@H]2OCCCC[C@@H](C)Oc3ccc(NC(=O)c4ccccc4)cc3C(=O)N([C@@H](C)CO)C[C@H]2C)cc1	-0.2	1	-17	-4	12[16.7 µM]	-5	0	102*
C/C=C/c1cnc2c(c1)C(=O)N([C@H](C)CO)C[C@@H](C)[C@H](CN(C)S(=O)(=O)c1ccc(C)cc1)O2	0.6	-3	7	1	14[16.7 µM]	0	5	1
COc1ccc(CN(C)C[C@@H]2Oc3ccc(NC(=O)Cc4ccccc4)cc3C(=O)N([C@@H](C)CO)C[C@H]2C)cc1	-7.2	15	-11	0	3[16.7 µM]	0	1	-5
CC(C)[C@H]1C=C(C(=O)O)O[C@@H](OCc2ccc(CO)cc2)C1	0.2	-2	-9	-4	1	1	-8	-2
CCCCc1nc(Cl)c(C#N)c2c1CCC2	-0.1	-6	-11	1	-3	-2	10	0
Cc1ccc(S[C@@H](CCN2CC[C@H](C)CCC2=O)c2ccccc2)cc1	-0.1	0	-4	3	2	2	x	3
Cc1ccc(Cn2c(C3CCCN3c3nc(C)cs3)nc3cc(C(=O)NCCCO)ccc32)cc1 (stereo not drawn)	0.0	1	-6	-6	4	-1	x	0
c1ccc(CCCCN2CCN=C2Nc2ccccc2)cc1	0.0	-7	8	-5	1	-4	4	0
Cc1nnc2sc(SCC(=O)Nc3ccc(Cl)cc3)nn2c1=O	x	0	-17	9	x	1	-21	1
COc1cc(/C=N/Nc2ccc(Cl)nn2)cc(OC)c1O	0.1	3	-7	3	-3	0	2	1
O=C(C[n+]1ccc(/C=C/c2ccccc2)cc1)c1ccc2c(c1)OCCO2	-0.1	26	76*	11	-9	1	1	1
CSc1ccccc1NC(=O)c1ccc(C)o1	x	-4	x	x	1	-5	8	-4
CC(C(=O)N1c2ccccc2CC1C)N1CCN(S(=O)(=O)c2ccccc2F)CC1 (stereo not drawn)	x	-2	-16	-3	x	-1	x	-4
CCn1cc2c(c1-c1cccc(C)c1)c(=O)n(C)c(=O)n2C	x	-7	x	x	-3	1	5	2
O=C(NCCN1CCCCC1)[C@H]1[C@H](CO)[C@H]2Cn3c(cccc3=O)[C@@H]1N2C(=O)C1CC1	-0.4	7	0	-1	0[16.7 µM]	-2	0	-1
C=CCN(CC=C)C(=O)c1ccccc1NC(=O)c1ccccc1C	x	0	x	x	5	5	0	0
COCCn1c(SCc2cccc([N+](=O)[O-])c2)nc2ccccc2c1=O	0.8	-11	-10	-2	-15	9	-3	-3
COc1ccc(C(CC(=O)Nc2nccs2)C(C)C)cc1 (stereo not drawn)	-0.1	8	-13	-1	-4	2	0	0
CNCCCCOc1ccc(C(C)(C)C)cc1Cl	x	5	8	1	2	-2	x	3
Cc1ccc(C(=O)CC(C(=O)O)n2cncn2)cc1 (stereo not drawn)	0.3	1	14	1	-8	1	-2	21
Cc1ccccc1NC(=O)CSc1nc2n(n1)CCCCC2	x	-2	x	x	-4	7	0	1
S=C(NCc1ccc(Cl)cc1)NCc1ccccn1	3.9	x	-23	-3	6	x	x	x

2 of these compounds in another layout:
Results follow in this order: E-sel inducer	RAD54 branch	RAD52 anneal inh	ERAP1 HTS inh	miR122 inh	PglD DTNB	PGC1a acetyl inh	Cneo AK release
Cc1ccc(C(=O)CC(C(=O)O)n2cncn2)cc1 (stereo not drawn)
 : 0.3	1	14	1	-8	1	-2	21
Cc1ccccc1NC(=O)CSc1nc2n(n1)CCCCC2
 : x	-2	x	x	-4	7	0	1

Continued.
smiles	E-sel inducer	RAD54 branch	RAD52 anneal inh	ERAP1 HTS inh	miR122 inh	PglD DTNB	PGC1a acetyl inh	Cneo AK release
COc1ccc(/C=C/c2nc(-c3ccccc3)cc(=O)[nH]2)cc1	1.9	x	-18	0	x	x	-4	x
COc1ccc(CCNS(=O)(=O)c2cccc(C)c2)cc1OC	x	9	x	x	-8	-8	6	-2
CCCNC(=O)Nc1ccc2c(c1)C(=O)N(C)[C@@H]1CC[C@@H](CC(=O)O)O[C@H]1CO2	-0.1	-5	x	x	-17[16.7 µM]	1	-1	-1
C[C@H](CO)N1C[C@H](C)[C@H](CN(C)S(C)(=O)=O)Oc2c(NC(=O)C3CC3)cccc2C1=O	-0.1	-1	12	0	11[16.7 µM]	0	-12	-8
COc1ccc(C#Cc2ccc([C@@H]3[C@@H](CO)N4C(=O)CN(C(=O)NC(C)C)C[C@H]34)cc2)cc1	0.1	x	8	-1	x	x	5	x
Cc1cc(N2CCC(C)CC2)nc2cccc(O)c12	0.1	11	11	8	9	1	1	-4
CCOC(=O)c1c(NC(=O)C2CCCN(S(=O)(=O)c3ccccc3)C2)sc2c1CCCC2 (stereo not drawn)	x	8	x	x	-10	0	-3	-1
COc1ccc(CCNC(=O)CSc2nc(O)c(CC(C)C)c(=O)[nH]2)cc1OC	x	2	x	x	-1	-2	7	1
CC(C)C(=O)Nc1ccc(N2CCN(c3ccc(F)cc3)CC2)cc1	-1.0	x	2	-2	-11	x	-22	x
CC(NC(=O)C1CCN(C(=O)Nc2ccccc2)CC1)c1ccccc1Cl (stereo not drawn)	-0.4	9	2	2	4	3	8	-1
COCC#Cc1ccc2c(c1)O[C@@H](CN(C)Cc1cncnc1)[C@H](C)CN([C@@H](C)CO)S2(=O)=O	0.2	8	-10	-3	9[16.7 µM]	1	-8	-1
C[C@H]1CN([C@@H](C)CO)C(=O)Cc2cc(NC(=O)C3CCCCC3)ccc2O[C@@H]1CN(C)C(=O)Nc1ccc2c(c1)OCO2	-2.1	15	7	-1	-4[16.7 µM]	0	-2	14

Screening data from PubChem.
